# Screening results: PubChem, Sanford-Burnham Center for Chemical Genomics
# NLRP3 yeast inh: NALP3 inhibition in yeast; actives 0.39% (n = 330,000); inhibition, % at 10 µM; Yeast reconstituted NLRP3/ASC/caspase-1, beta-gal luminescence, 24 h;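 active = inhibition of 50% or more; inactive = inhibition below 50%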;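 also: plate controls were induced DMSO wells for no effect and uninduced yeast grown without galactose for full effect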
# hIAP activ: human IAP activation; purified human IAP, CDP-Star luminescence, 30 min; hits give high values; 1 = vehicle-only enzyme, 0 = enzyme-free background; activation factor at 10 µM; actives 0.16% (n = 330,000);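 active = activation factor of the enzyme at least 2-fold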; also: the source names both 10 and 20 µM as test concentration; values of inactives mirror those of a sister screen read the other way
# hIAP inh: blocks human intestinal alkaline phosphatase. P09923. AID 2544. inhibition, % at 10 µM. actives 0.12% (n = 330,000). purified IAP, CDP-Star luminescence, 30 min;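 active = inhibition reaching a set limit with compound at 10 µM in the primary screen, cut at about 35% in these data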;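 also: plate controls were DMSO wells with enzyme for no effect and no-enzyme buffer wells for full effect; values of inactives mirror those of a sister screen read the other way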
# mIAP inh: blocks mouse intestinal alkaline phosphatase; actives 0.2% (n = 330,000); purified mouse IAP, CDP-Star luminescence, 30 min; inhibition, % at 10 µM;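 active = inhibition of at least 40% at 10 µM in the primary screen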;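 also: plate controls were DMSO with enzyme for no effect and no enzyme wells for full effect; values of inactives mirror those of a sister screen read the other way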
# mIAP activ: increases mouse intestinal alkaline phosphatase activity; AID 2805; activation factor at 10 µM; actives 0.24% (n = 330,000); muIAP, CDP-Star luminescence, 30 min; hits give high values; 1 = vehicle-only enzyme signal, 0 = enzyme-free wells;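 active = activation factor of at least 2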; also: the source names both 10 and 20 µM as test concentration; values of inactives mirror those of a sister screen read the other way
#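 System: mouse IAP enzyme. Reagent: CDP-Star chemiluminescent phosphatase substrate. Benchmarks: DMSO wells, no-enzyme wells. Times: 30 min enzyme-substrate-compound incubation at room temperature. Detection: luminescence from enzymatic CDP-Star hydrolysis. Doses: test compounds delivered from DMSO solution.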
# ATG4B inh: ATG4B (human) cysteine protease inhibition | inhibition, % at 8.33 µM | Q9Y4P1 | ATG4B cleavage of LC3-PLA2, NBD-HPC fluorescence, 1 h | actives 0.51% (n = 340,000) | AID 504462; in the data active = inhibition above about 40%
# Apaf-1 inh: human Apaf-1 inhibition. O14727. reconstituted apoptosome caspase-3 activity, DEVD-Rh110 fluorescence. AID 489030. actives 0.71% (n = 330,000). inhibition, % at 20 µM; active = inhibition of at least 40% at 20 µM;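 also: plate controls were DMSO wells for no effect and DEVD-CHO caspase inhibitor wells for full effect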
# Target sequence (O14727 whole entry, looked up): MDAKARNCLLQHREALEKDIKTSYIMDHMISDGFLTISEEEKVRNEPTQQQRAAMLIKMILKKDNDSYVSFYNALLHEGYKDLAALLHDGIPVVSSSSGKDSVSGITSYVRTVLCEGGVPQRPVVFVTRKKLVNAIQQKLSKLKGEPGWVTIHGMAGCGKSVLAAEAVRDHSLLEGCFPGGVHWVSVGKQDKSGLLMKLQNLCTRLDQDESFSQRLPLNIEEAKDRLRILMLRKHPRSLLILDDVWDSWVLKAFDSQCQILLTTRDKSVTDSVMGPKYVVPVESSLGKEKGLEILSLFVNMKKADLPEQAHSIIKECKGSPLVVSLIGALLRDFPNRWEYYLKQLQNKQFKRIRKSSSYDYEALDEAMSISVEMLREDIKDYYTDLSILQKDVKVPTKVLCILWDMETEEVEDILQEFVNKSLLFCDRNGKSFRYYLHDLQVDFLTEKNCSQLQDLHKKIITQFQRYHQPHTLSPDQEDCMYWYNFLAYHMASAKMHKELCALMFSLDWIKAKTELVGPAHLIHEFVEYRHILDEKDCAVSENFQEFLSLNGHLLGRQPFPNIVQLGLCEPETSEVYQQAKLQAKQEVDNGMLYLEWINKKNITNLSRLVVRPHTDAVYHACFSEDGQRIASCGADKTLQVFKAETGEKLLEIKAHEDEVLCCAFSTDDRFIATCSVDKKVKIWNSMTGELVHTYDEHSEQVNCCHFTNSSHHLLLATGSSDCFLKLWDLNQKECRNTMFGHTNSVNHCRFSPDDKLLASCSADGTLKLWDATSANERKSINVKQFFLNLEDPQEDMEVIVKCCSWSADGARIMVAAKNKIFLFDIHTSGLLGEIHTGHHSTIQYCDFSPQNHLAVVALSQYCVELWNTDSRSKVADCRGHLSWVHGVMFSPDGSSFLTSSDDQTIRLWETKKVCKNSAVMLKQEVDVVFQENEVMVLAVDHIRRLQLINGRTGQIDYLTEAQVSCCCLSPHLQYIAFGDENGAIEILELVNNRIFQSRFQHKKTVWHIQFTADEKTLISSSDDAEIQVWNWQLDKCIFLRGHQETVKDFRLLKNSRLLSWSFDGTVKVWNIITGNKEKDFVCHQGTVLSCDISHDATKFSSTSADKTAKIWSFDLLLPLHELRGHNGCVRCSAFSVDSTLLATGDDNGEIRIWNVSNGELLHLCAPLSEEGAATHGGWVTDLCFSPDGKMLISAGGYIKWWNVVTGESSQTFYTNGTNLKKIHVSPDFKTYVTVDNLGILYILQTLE
#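 Material: reconstituted apoptosome with Apaf-1, cytochrome c, caspase-9, procaspase-3, dATP; medium: pH 7.5 Hepes buffer with CHAPS, BSA, DTT; also added: cytochrome c and DEVD-Rh110 substrate; timing: 30 min plus 50 min, RT; signal: Rh110 fluorescence intensity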
# TIM10 inh: TIM10 yeast growth inhibition; AID 463195; inhibition, % at 10 µM; S. cerevisiae TIM10 strain growth, BacTiter-Glo luminescence, 24 h; actives 1.4% (n = 330,000);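 active = inhibition of 40% or more at the single tested concentration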;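 also: wild-type TIM10 isogenic control strain grown at permissive 25 °C; 0% = DMSO yeast wells and 100% = minimal medium wells without yeast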
# tim10-1 inh: inhibits growth of tim10-1 mutant yeast; actives 2.2% (n = 330,000); inhibition, % at 20 µM; S. cerevisiae tim10-1 ts strain growth, BacTiter-Glo, 24 h;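 active = inhibition of at least 40%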;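 also: mutant grown at 25 °C; 0% = DMSO wells with yeast and 100% = wells holding no yeast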
# Numbers without * were called inactive. An unsorted share of the library. Share with any hit: about 4.5%.
No.	mol	NLRP3 yeast inh	hIAP activ	hIAP inh	mIAP inh	mIAP activ	ATG4B inh	Apaf-1 inh	TIM10 inh	tim10-1 inh
1	O=C1NC(=S)N(C(=O)c2ccc(F)cc2)/C1=C/c1ccccc1	15	0.97	3	0	0.99	18	5	16	28
2	COc1ccccc1CC(=O)N1CCN(c2ccccn2)CC1	32	0.96	4	-1	1	-3	6	4	11
3	CCOc1ccc(S(=O)(=O)N2CCCC(C(=O)NCc3ccco3)C2)cc1 (centres undefined)	11	0.84	16	4	0.96	-7	5	2	9
4	COCCN(CC1CCCN(C2Cc3ccccc3C2)C1)C(=O)CCC(F)(F)F (centres undefined)	20	1.1	-8	0	1	-5	0	-13	2
5	O=C1CC(C(=O)Nc2ccc(Br)cc2)S/C(=N\N=C\c2ccco2)N1 (centres undefined)	2	1	0	12	0.88	5	-11	7	1
6	CN(CC(=O)Nc1cccc(C#N)c1)Cc1ccc(Cl)cc1	10	0.91	9	-4	1	-7	1	-1	15
7	CCOC(=O)C1CCCN(c2c(NCCCN(C)c3ccccc3)c(=O)c2=O)C1 (centres undefined)	27	1.2	-19	-7	1.1	-2	15	-1	17
8	Cn1c2ccccc2n2c(=O)cc(-c3ccccc3)c(C#N)c12	1	1.1	-6	7	0.93	-3	-10	14	7

# New compounds follow.
No.	mol	NLRP3 yeast inh	hIAP activ	hIAP inh	mIAP inh	mIAP activ	ATG4B inh	Apaf-1 inh	TIM10 inh	tim10-1 inh
9	CC(C)CC(c1nnnn1Cc1ccc2c(c1)OCO2)N1CCC(C(N)=O)CC1 (centres undefined)	4	1.2	-17	-4	1	-7	-3	-6	-21
10	Cc1noc(C)c1S(=O)(=O)N(C)C[C@H]1Oc2ccc(NC(=O)Cn3cnnn3)cc2C(=O)N([C@H](C)CO)C[C@@H]1C	14	1.1	-8	8	0.93	-13	3	-7	-1
11	COc1ccc(C(=O)NNC(=O)OC(C)(C)C)cc1	23	0.9	10	-10	1.1	-4	-3	-15	7
12	CCOc1ccccc1N/C=C(\C#N)c1nc2ccccc2n1C	19	0.91	9	6	0.94	-7	3	-11	7
13	N#Cc1nc(COc2cccc(Cl)c2)oc1N1CCCC1	51*	0.89	11	4	0.96	2	23	-7	23
14	O=C(N/N=C/c1cccs1)c1c[nH]c2ccccc12	11	0.86	14	5	0.95	-2	-29	12	2
15	CCN1CCN(c2nc3c(c(=O)[nH]c(=O)n3C)n2CCCc2ccccc2)CC1	14	1	0	-2	1	2	-7	5	5
16	CCCC(=O)OCC(=O)Nc1cc(Cl)ccc1[N+](=O)[O-]	3	0.95	5	-3	1	-6	-24	10	16

# The list continues:
No.	mol	NLRP3 yeast inh	hIAP activ	hIAP inh	mIAP inh	mIAP activ	ATG4B inh	Apaf-1 inh	TIM10 inh	tim10-1 inh
17	C=CCn1c(=O)c2ccccc2n2c(SCC(=O)Nc3sc(C)c(CC)c3C(=O)OCC)nnc12	12	1.2	-18	9	0.91	6	30	25	15
18	O=c1/c(=C/c2ccco2)sc2nc(-c3ccccc3Br)nn12	8	0.69	31	26	0.74	4	7	64*	45*
19	Cc1ccc(S(=O)(=O)N2CCN(C(=O)COC(=O)/C=C/c3ccccc3[N+](=O)[O-])CC2)c(C)c1	11	1.1	-5	9	0.91	19	15	1	16
20	Cn1c(N)c(C#N)c(C#N)c1-c1ccccc1	17	1	-2	2	0.98	-8	3	-4	20
21	CCOC(=O)CC1ON(C)C(=O)N1c1ccc([N+](=O)[O-])cc1 (centres undefined)	21	1.1	-11	-3	1	-7	0	-8	18
22	COc1ccc(C/C(N)=N/OC(=O)c2ccc(Cl)cc2)cc1	21	1.1	-6	-8	1.1	-7	11	49*	40
23	Cc1cc(C)n2nc(-c3ccco3)nc2n1	3	0.98	2	-2	1	5	0	12	15
24	FC(F)Oc1ccc(NC(=S)Nc2ccc3cn[nH]c3c2)cc1	10	0.92	8	-5	1	-11	3	0	28

# (listing goes on)
No.	mol	NLRP3 yeast inh	hIAP activ	hIAP inh	mIAP inh	mIAP activ	ATG4B inh	Apaf-1 inh	TIM10 inh	tim10-1 inh
25	CCCCn1c(SCC(=O)NC(=O)Cc2ccccc2)nc2ccccc2c1=O	15	0.93	7	10	0.9	-4	4	2	8
26	O=C(NCCN1CCNC1=O)C1CCC(=O)N(CCc2ccccc2)C1 (centres undefined)	22	1.1	-13	-3	1	-6	-7	-6	-4
27	CCCN(CC1CC1)C(=S)NC(=O)c1ccccc1Br	50*	0.97	3	1	0.99	-2	-13	30	22
28	CC(C)NC(=O)C12CC3CC(C1)CC(n1cnc(Cl)n1)(C3)C2	-6	1	-2	1	0.99	1	3	9	7
29	Cc1ccc(O)c(CCc2ccc(O)cc2)n1	5	1.1	-11	5	0.95	5	5	-21	5
30	CCCCCC(=O)NC(=S)Nc1cccc(-c2nc3ncccc3o2)c1	26	0.87	13	22	0.79	9	-16	9	-15
31	O=[N+]([O-])c1ccccc1S(=O)(=O)N1CCN(Cc2ccc3c(c2)OCO3)CC1	12	0.87	13	10	0.91	-13	-4	21	13
32	Cc1cc(Nc2ccc(Cl)cc2)nc(NCc2ccccc2)n1	26	0.93	7	-4	1	44*	36	15	24

# The listing continues.
No.	mol	NLRP3 yeast inh	hIAP activ	hIAP inh	mIAP inh	mIAP activ	ATG4B inh	Apaf-1 inh	TIM10 inh	tim10-1 inh
33	Cc1ccc(C)c(N2CCN(C(=O)C(Cc3ccccc3)n3cccc3)CC2)c1 (centres undefined)	7	0.92	8	-1	1	11	21	15	27
34	CCOC(=O)CSc1nc2sc3c(c2c(=O)n1-c1ccc(OC)cc1)CCN(C)C3	11	1	-3	3	0.97	-2	8	-1	13
35	CN(CC(=O)Nc1ccc(Cl)c(C(F)(F)F)c1)C(=O)/C=C/c1ccco1	-30	1.1	-10	14	0.86	0	6	24	34
36	CN(C)C(=O)CCSc1nnc(-c2ccco2)o1	-1	1	0	-6	1.1	-5	4	-15	0
37	CCN(CC)CC(=O)c1ccc(-c2ccccc2)cc1	18	0.95	5	27	0.73	11	4	-10	3
38	C[C@H](NC(=O)c1nc[nH]c1C(=O)NC(c1ccccc1)c1ccccc1)C(=O)OCc1ccccc1	6	1.4	-38	7	0.93	-1	18	17	16
39	O=C(Nc1ccc(C(=O)N2CCOCC2)cc1)Nc1ccc(Cl)cc1Cl	-5	1	0	-72	1.7	2	13	18	10
40	c1ccc(CSc2ccc(-c3ccccn3)nn2)nc1	8	1	-4	3	0.97	-6	-20	14	11

# Given in transposed form: part of the list above
35) CN(CC(=O)Nc1ccc(Cl)c(C(F)(F)F)c1)C(=O)/C=C/c1ccco1
36) CN(C)C(=O)CCSc1nnc(-c2ccco2)o1
37) CCN(CC)CC(=O)c1ccc(-c2ccccc2)cc1
38) C[C@H](NC(=O)c1nc[nH]c1C(=O)NC(c1ccccc1)c1ccccc1)C(=O)OCc1ccccc1
39) O=C(Nc1ccc(C(=O)N2CCOCC2)cc1)Nc1ccc(Cl)cc1Cl
40) c1ccc(CSc2ccc(-c3ccccn3)nn2)nc1
entry no.	35	36	37	38	39	40
NLRP3 yeast inh	-30	-1	18	6	-5	8
hIAP activ	1.1	1	0.95	1.4	1	1
hIAP inh	-10	0	5	-38	0	-4
mIAP inh	14	-6	27	7	-72	3
mIAP activ	0.86	1.1	0.73	0.93	1.7	0.97
ATG4B inh	0	-5	11	-1	2	-6
Apaf-1 inh	6	4	4	18	13	-20
TIM10 inh	24	-15	-10	17	18	14
tim10-1 inh	34	0	3	16	10	11

# Other records follow:
No.	mol	NLRP3 yeast inh	hIAP activ	hIAP inh	mIAP inh	mIAP activ	ATG4B inh	Apaf-1 inh	TIM10 inh	tim10-1 inh
41	O=C(NC(=S)Nc1ccc([N+](=O)[O-])cc1O)C1CCCCC1	14	0.88	12	21	0.79	5	12	-20	20
42	COc1cccc(OC)c1C(=O)O/N=C(\N)c1ccncc1	32	1.1	-8	5	0.95	0	-5	-7	-3
43	COc1ccc(C2CC(c3ccc(Br)cc3)=NN2C(=O)c2cccnc2)cc1 (centres undefined)	17	0.93	7	14	0.86	-3	20	23	18
44	CCCC(=O)Nc1ccc(C(=O)/C=C/c2ccc(SC)cc2)cc1	9	1	-3	3	0.97	-3	5	29	45*
45	CCN(C(=O)Cn1ccc(C(F)(F)F)n1)c1c(N)n(Cc2ccccc2)c(=O)[nH]c1=O	-1	0.94	6	0	1	-4	-5	-2	10
46	O=C(COC(=O)CNC(=O)c1ccccc1)NC1CCCCC1	22	1.2	-18	6	0.94	2	9	3	-6
47	CC(=O)Nc1ccc2c(CSc3nncs3)cc(=O)oc2c1	-3	0.88	12	3	0.97	-2	-17	-5	-10
48	CCC(=O)Nc1ccc(Cl)c(-c2nc3ncccc3o2)c1	18	0.98	2	-8	1.1	-7	3	-9	-31

# Following part:
No.	mol	NLRP3 yeast inh	hIAP activ	hIAP inh	mIAP inh	mIAP activ	ATG4B inh	Apaf-1 inh	TIM10 inh	tim10-1 inh
49	COCCn1c(SCC(=O)Nc2cc(Cl)ccc2OC)nc2c(c1=O)SC(C)C2 (centres undefined)	20	0.97	3	-15	1.1	-11	9	13	25
50	CCOC(=O)c1ccc(NC(=O)COc2ccc(S(=O)(=O)N3CCCC3)cc2)cc1	30	1	0	-5	1.1	-3	0	21	20
51	CCOC(=O)C1=C(C)N(C)C(=S)NC1c1ccccc1Cl (centres undefined)	2	0.78	22	7	0.93	-4	22	21	8
52	COc1ccc(NC(=O)C2C3C=CC(C3)C2C(=O)NCc2ccco2)c(OC)c1 (centres undefined)	26	1.1	-9	-10	1.1	5	4	-23	7
53	CC(C)(C)c1cc(CN2CCCC(O)C2)c(O)c(C(C)(C)C)c1 (centres undefined)	7	0.92	8	5	0.95	-3	16	9	35
54	O=C(OCC(=O)C12CC3CC(CC(C3)C1)C2)c1cnccn1	-1	1.6	-60	-2	1	-2	6	-5	5
55	CCOCCc1nnc(NC(=O)Cc2ccccc2)s1	10	1.1	-6	3	0.97	-10	4	4	20
56	CCNC(=S)NCc1ccco1	-3	1.1	-8	4	0.96	-3	13	-3	-12

# The final 2 entries of the section before open the next one.
No.	mol	NLRP3 yeast inh	hIAP activ	hIAP inh	mIAP inh	mIAP activ	ATG4B inh	Apaf-1 inh	TIM10 inh	tim10-1 inh
55	CCOCCc1nnc(NC(=O)Cc2ccccc2)s1	10	1.1	-6	3	0.97	-10	4	4	20
56	CCNC(=S)NCc1ccco1	-3	1.1	-8	4	0.96	-3	13	-3	-12
57	Clc1ccc(N2CCN(c3ncnc4c3oc3ccccc34)CC2)cc1	-3	1	0	-6	1.1	2	-7	-33	-13
58	Cc1noc(C)c1CCC(=O)O	-5	1.2	-15	0	1	-2	5	-7	3
59	O=C(Cn1ccc2ccccc2c1=O)NCC(=O)Nc1ccc(F)cc1F	4	0.93	7	-2	1	0	-3	-15	3
60	COc1ccc(NC(=O)CCSc2ccc(F)cc2)cc1	24	1.2	-21	-23	1.2	-5	12	-12	10
